Screening data: PubChem, Broad Institute
esBAF inh = inhibitors of esBAF chromatin remodeling in mouse ES cells; Bmi1-luciferase knock-in reporter, 24 h; 100% = twice the neutral-well signal; reporter increase, % at 12.5 µM; 350,000 compounds, 2% hits; AID 602393; in the data active = activation above about 40%; inconclusive = no clear call, values can overlap the other calls;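 also: 0% = median of the plate's neutral control wells and 100% = double that signal; a rise in the Bmi1 reporter signal indicates esBAF inhibition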
ERp5 block = ERp5 (human) disulfide isomerase inhibition; 350,000 compounds, 0.05% hits; Q15084; inhibition, % at 9.99 µM; ERp5 insulin aggregation, absorbance 650 nm, 90 min; AID 651711;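 active = mean replicate inhibition above about 25%, with every replicate also reaching it, limit read from the data, passing the limit was not always enough; inconclusive = only one of those two criteria met; inactive = neither criterion met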
RAD54 branch = RAD54 (human) branch migration inhibition; Q92698; RAD54 Holliday junction branch migration, FAM/BHQ fluorescence; inhibition, % at 10.4 µM; 360,000 compounds, 0.14% hits;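 active = mean normalized replicate activity at least 40 and at least half of replicates scoring 40 or more; inconclusive = only one of the two criteria met; inactive = mean below 40 and under half of replicates reaching 40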;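 also: 0% = median of neutral control wells and 100% = median of positive control wells; inhibitors cause a drop in the FAM fluorescence signal; in these data hits start at about 50%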
E-sel inducer = E-selectin induction on HUVECs. P16581. HUVEC E-selectin immunofluorescence imaging; normalized: neutral wells 0, TNF-alpha wells 100. activation, % at 7.58 µM. 260,000 compounds, 0.37% hits;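 active = mean E-selectin-positive cell signal at least 10% of the positive control, reached in at least 60% of replicates, without over 20% cell loss; inconclusive = no rule given, readout overlaps actives, possibly toxicity-flagged; inactive = the rest, including those meeting only one limit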;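 also: in these data hits start at about 27%; measured in HUVEC primary endothelial cells; signal is the percent of cells scored E-selectin positive by PE staining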
Target sequence (P16581 whole entry, looked up): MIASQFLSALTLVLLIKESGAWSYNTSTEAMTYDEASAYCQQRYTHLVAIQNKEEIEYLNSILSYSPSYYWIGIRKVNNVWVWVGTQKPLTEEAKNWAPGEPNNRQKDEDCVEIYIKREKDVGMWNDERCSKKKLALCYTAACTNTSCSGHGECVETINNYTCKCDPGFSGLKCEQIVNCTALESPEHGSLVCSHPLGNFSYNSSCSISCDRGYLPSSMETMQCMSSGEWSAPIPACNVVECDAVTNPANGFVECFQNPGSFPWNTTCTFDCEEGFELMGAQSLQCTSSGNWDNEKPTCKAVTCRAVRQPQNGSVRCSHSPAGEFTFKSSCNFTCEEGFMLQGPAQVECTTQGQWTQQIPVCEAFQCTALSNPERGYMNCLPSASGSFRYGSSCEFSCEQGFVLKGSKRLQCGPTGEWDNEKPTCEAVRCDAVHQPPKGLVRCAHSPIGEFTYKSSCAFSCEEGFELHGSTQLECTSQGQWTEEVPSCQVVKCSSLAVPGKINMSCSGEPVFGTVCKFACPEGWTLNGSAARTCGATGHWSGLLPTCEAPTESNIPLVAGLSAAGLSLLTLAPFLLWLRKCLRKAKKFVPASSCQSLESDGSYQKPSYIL
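Material: HUVEC primary endothelial cells; Amount: 3,000 cells per well; Dosing: single concentration; Medium: EGM-2 growth medium on 0.1% gelatin-coated wells; Read-out basis: percent E-selectin-positive cells; Signal: immunofluorescence imaging; Control set: TNF-alpha, DMSO.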
RAD52 inh = inhibitors of human RAD52 DNA annealing | P43351 | recombinant RAD52 DNA annealing, FRET fluorescence | inhibition, % at 18.7 µM | 360,000 compounds, 0.46% hits;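 active = every replicate showing at least 50% inhibition; inconclusive = mean inhibition at least 50% but not in every replicate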
PglD inh = PglD (C. jejuni) enzyme inhibition. purified PglD enzyme, DTNB colorimetric CoA detection. inhibition, % at 12.5 µM. 360,000 compounds, 0.098% hits. AID 602405; in the data active = inhibition above about 16%, passing the limit was not always enough; inconclusive = no clear call, values can overlap the other calls; also: strong numbers were not always called active
ARNT TACC3 PPI = ARNT/TACC3 interaction disruption | Q9Y6A5 | AlphaScreen His-ARNT PAS-B/GST-TACC3 binding, luminescence; TACC3 fragment carries E629A point mutation | inhibition, % at 9.99 µM | 390,000 compounds, 0.66% hits;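 active = mean inhibition of replicates at least 50% and at least half of replicates each reaching 50%; inconclusive = half or more replicates reach 50% but mean below 50%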;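 also: 0% = complete ARNT plus TACC3 wells and 100% = ARNT alone without TACC3; many hits fall short of the cut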
CASP6 VEID inh = inhibitors of human caspase-6; P55212; purified caspase-6, Z-VEID-R110 cleavage fluorescence; inhibition, % at 12.5 µM; 350,000 compounds, 0.53% hits; AID 686996;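 active = mean inhibition across replicates at least about 35%, with every replicate also reaching that limit, limit read from the data; inconclusive = only one of the two criteria met; inactive = neither criterion met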;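 also: 0% = median of neutral control wells and 100% = no fluorescence left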
Target sequence (P55212 24-179 limits assumed): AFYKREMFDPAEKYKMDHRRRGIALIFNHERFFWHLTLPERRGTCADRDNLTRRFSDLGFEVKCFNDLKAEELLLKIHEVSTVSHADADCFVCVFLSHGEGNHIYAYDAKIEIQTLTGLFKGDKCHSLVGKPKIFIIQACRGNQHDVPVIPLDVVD
Target sequence (P55212 194-293 limits assumed): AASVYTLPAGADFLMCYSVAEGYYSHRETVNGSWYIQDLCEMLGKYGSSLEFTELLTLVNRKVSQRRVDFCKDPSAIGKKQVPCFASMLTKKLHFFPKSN
* = called active by the depositor; ? = inconclusive; . = no result given.

SMILES	esBAF inh	ERp5 block	RAD54 branch	E-sel inducer	RAD52 inh	PglD inh	ARNT TACC3 PPI	CASP6 VEID inh
Cn1c(O)c(N=NC(=O)CNC(=O)c2cccnc2)c2ccccc21	-1	3	-2	-0.1	-15	-5	3	0
CCOc1ccc(C(=O)NCC(=O)NNC(=O)CN(C)S(=O)(=O)c2ccc(Cl)cc2)cc1OCC	-3	4	2	0.1	-17	2	-7	1
CCC(=O)Nc1ccc2c(c1)C(=O)N(C)C[C@H](OC)[C@H](C)CN(C(=O)Cc1cccnc1)[C@@H](C)CO2	1	3	1	-0.3	-1	-1	-5	.
O=C(Nc1nccs1)[C@@H]1[C@@H](CO)[C@@H]2Cn3c(cccc3=O)[C@@H]2N1C(=O)C1CCC1	2	4	0	0.0	-1	0	0	4
CCOC(=O)N1CCN(CC(O)COc2c(C)cc(C)cc2C)CC1 (centres undefined)	-4	-1	-12	.	-11	-3	-7	1
C[C@@H]1CN([C@@H](C)CO)C(=O)c2cc(-c3ccccc3F)cnc2O[C@H]1CN(C)C(=O)c1ccccn1	0	3	7	0.2	10	-2	-8	-2
Cc1sc2nc(SCC(=O)Nc3cccc(S(N)(=O)=O)c3)[nH]c(=O)c2c1C	-5	-13	-2	.	-100	-1	-7	13
O=C(C[C@H]1C=C[C@H](NC(=O)c2cccc(F)c2)[C@@H](CO)O1)NCc1ccccc1	-4	0	5	-0.3	-2	5	-2	1
C/C=C/c1ccc([C@H]2[C@@H](CNC(C)C)N(C(=O)c3ccccn3)[C@H]2CO)cc1	-3	.	2	-0.2	.	0	17	.
Nc1nc(N)c2cc(CNc3ccc(Cl)c(Cl)c3)ccc2n1	-86	3	-2	-0.4	2	3	.	26
CCOC(=O)c1sc(SCC(=O)Nc2ccc(N(C)C)cc2)nc1N	-8	.	1	.	.	-5	12	.
COc1ccc(C2=NN(C(=O)CSc3ncccn3)C(c3cccc(OC)c3OC)C2)cc1 (centres undefined)	.	-7	.	1.3	-10	.	-4	0
O=C(Cn1cnc2c(oc3ccccc32)c1=O)N1CCCc2ccccc21	27	.	0	.	.	1	-8	.
CCS(=O)(=O)Nc1cccc(C2=NN(S(=O)(=O)c3ccc(C)cc3)C(c3ccco3)C2)c1 (centres undefined)	1	-2	5	.	-21	-144	10	4
O=C(CCCCCn1c(=S)[nH]c2ccc(N3CCOCC3)cc2c1=O)NC1CCN(Cc2ccccc2)CC1	1	1	8	-0.3	-20	-3	5	0
Cc1cc(C)nc(NS(=O)(=O)c2ccc(NC(=O)c3ccc4c(c3)OCCO4)cc2)n1	.	0	.	.	-3	.	-4	-4
O=C(CCN1CCCCC1)N[C@H]1CC[C@@H](CCn2cc(-c3ccccc3)nn2)O[C@@H]1CO	-2	1	-13	1.1	4	2	-6	-2
COCC#Cc1cnc2c(c1)C(=O)N([C@@H](C)CO)C[C@H](C)[C@@H](CN(C)Cc1ccccc1F)O2	-3	2	-5	0.2	6	0	5	2
COc1ccc(SC[C@H](CC(C)C)N2CCN(C)CCC2=O)cc1	26	-4	-9	0.3	-9	6	-6	10
CCNC(=O)C[C@@H]1CC[C@H]2[C@@H](COc3ccc(NC(=O)c4ccc(F)cc4)cc3C(=O)N2C)O1	-3	0	-2	0.0	1	1	-1	-4
CC(C)(C)c1cc(C(=O)N/N=C/c2ccc(O)cc2)n(-c2ccccc2)n1	1	.	7	.	.	-6	6	.
CCCn1nnnc1NCc1ccc(N(CC)CC)cc1	-5	0	3	.	-7	-1	4	0
C[C@@H]1CCCCO[C@@H](CN(C)C(=O)CCCN(C)C)[C@@H](C)CN([C@H](C)CO)C(=O)c2cc(NS(=O)(=O)c3ccccc3)ccc2O1	0	3	3	-0.3	-1	-2	-8	-1
O=C(CSc1nnnn1-c1ccccc1)Nc1ccc(Cl)cn1	-3	.	-1	.	.	5	-2	.
COc1ccc(NC(=O)c2ccccc2-c2ccc(C(F)(F)F)cc2)cc1S(=O)(=O)N1CCOCC1	.	2	-3	.	4	0	31	-2

(further entries)
SMILES	esBAF inh	ERp5 block	RAD54 branch	E-sel inducer	RAD52 inh	PglD inh	ARNT TACC3 PPI	CASP6 VEID inh
Cc1ccc(C(C(=O)NC2CCCCC2)N(Cc2cccnc2)C(=O)c2csnn2)cc1 (centres undefined)	-1	2	.	.	-8	.	-3	3
CO[C@H]1CN(C)C(=O)c2ccc(NC(=O)c3cccc(F)c3)cc2OC[C@H](C)N(CC2CC2)C[C@H]1C	5	3	-1	-0.1	0	-3	-2	1
O=C(N[C@H]1CC[C@@H](CC(=O)N2CCCCC2)O[C@H]1CO)c1ccc2c(c1)OCO2	-3	-5	-6	0.2	-4	1	-5	1
COc1ccc(/C=N/NC(=O)c2cccnc2)cc1O	13	5	-20	.	-9	-6	35	3
CC(=O)Nc1ccc(NC(=O)C(C)OC(=O)CCC2CCCC2)cc1 (centres undefined)	.	9	5	0.2	-8	3	-3	-3
Cc1noc(C)c1NC(=O)N(C)C[C@@H]1Oc2ccc(NC(=O)Nc3ccc(C(F)(F)F)cc3)cc2C(=O)N([C@@H](C)CO)C[C@@H]1C	5	0	2	0.1	0	-1	10	1
COc1cc2c(cc1OC)CN(c1ccc3ccccc3n1)CC2	?	3	13	0.1	-1	-5	-2	.
CCCNC(=O)[C@H]1[C@H](CO)[C@H]2Cn3c(ccc(/C=C/c4ccccc4)c3=O)[C@H]2N1CC1CC1	2	0	9	0.7	-3	0	-11	1
CCOC(=O)[C@]12CCC=C1N(Cc1ccccc1)C(=O)[C@H](CC(=O)NCCCN1CCCC1=O)C2	.	-1	.	0.0	-21	.	.	-3
CCOC(=O)CSc1nc(NC#N)nc(N(CC)CC)n1	-5	.	-9	.	.	1	-17	.
Cn1c(SCC(=O)N2c3ccccc3CCc3ccccc32)nnc1-c1cc2ccccc2cc1O	.	-2	.	.	-4	.	-6	-1
CCOC(=O)c1c(C)nn(-c2ncccc2NC(=O)NC(C)C)c1C	-10	5	-13	0.1	-18	0	-4	-3
O=C(c1ccco1)C(O)c1ccco1 (centres undefined)	2	1	12	-0.1	-7	-4	-3	.
C[C@@H]1CC=C[C@H]2[C@H]1C(=O)N(Cc1ccccc1)[C@H]2c1ccc(-c2cc3ccccc3s2)cc1F	39	-1	2	0.0	-16	5	-4	-2
COc1ccccc1NC(=O)N1CC(=O)N2[C@H](C1)[C@H](c1ccc(C#Cc3ccccc3)cc1)[C@@H]2CO	.	1	.	0.0	-4	.	.	-2
CC1C=CCC2C(=O)N(c3ccccc3OC(=O)c3ccco3)C(=O)C12 (centres undefined)	-8	-2	-17	0.0	0	4	-1	3
Cc1cccc(NC(=O)c2cccc(Cn3cc(Br)c([N+](=O)[O-])n3)c2)c1C	8	.	-11	.	.	-4	-5	.
C=CCn1c(COc2cccc3ccc(C)nc23)nnc1SCC(N)=O	.	-10	-3	.	-9	1	.	2
O=C(CCCc1c[nH]c2ccccc12)NCC1COc2ccccc2O1 (centres undefined)	.	-1	.	0.0	-19	.	-2	0
COc1ccc(C(=O)NCCS(=O)(=O)NCCc2ccccc2)cc1	56*	2	14	-0.1	-6	-1	-2	3
Cn1cccc1CC(=O)N/N=C/c1ccco1	.	11	-51	-0.1	-27	9	8	16
COc1ccc(S(=O)(=O)N(C)C[C@@H]2OCCCC[C@H](C)Oc3ccc(NC(=O)C4CCCCC4)cc3C(=O)N([C@@H](C)CO)C[C@@H]2C)cc1	8	-2	0	0.1	-17	5	11	-1
CN=C(c1ccc(C)cc1)n1c(=S)nc(-c2ccc(C)cc2)n(C)c1=S	83*	2	5	.	-9	4	-4	4
C[C@@H]1CN([C@@H](C)CO)C(=O)c2cccc(NC(=O)Nc3ccccc3)c2O[C@H]1CN(C)C(=O)Nc1ccc2c(c1)OCO2	61*	-3	2	-0.3	4	-1	8	0
CCNC(=S)N1CCCC(c2nc3ccc(C)cc3[nH]2)C1 (centres undefined)	.	-5	.	.	-16	.	2	1
CC#CC[N+](C)(C)CCCCCCCCCC	.	-1	-15	.	3	2	-3	-6
CN(C(=O)CC1C(=O)NCCN1Cc1ccc(F)c(F)c1)C1CCOCC1 (centres undefined)	-11	5	-1	-1.5	-22	1	5	6
O=C(NCc1ccccn1)c1cc(-c2ccc(Br)cc2)nc2ccccc12	6	-4	-7	-1.1	-18	1	-4	-5
O=C(C[C@@H]1C/C=C\CC[C@@H](Cc2ccc(F)cc2)C(=O)OC[C@@H]2CCCN2C1=O)NCCO	9	3	19	-0.1	-7	4	-1	-2
CCC(C)Sc1nc2c(c(=O)n1C)SC(C)C2 (centres undefined)	3	1	6	-0.3	-10	-2	-4	1

Structural class, the compounds so far with an aryl thioether with sulfur outside any ring (9)
SMILES	esBAF inh	ERp5 block	RAD54 branch	E-sel inducer	RAD52 inh	PglD inh	ARNT TACC3 PPI	CASP6 VEID inh
Cc1sc2nc(SCC(=O)Nc3cccc(S(N)(=O)=O)c3)[nH]c(=O)c2c1C	-5	-13	-2	.	-100	-1	-7	13
CCOC(=O)c1sc(SCC(=O)Nc2ccc(N(C)C)cc2)nc1N	-8	.	1	.	.	-5	12	.
COc1ccc(C2=NN(C(=O)CSc3ncccn3)C(c3cccc(OC)c3OC)C2)cc1 (centres undefined)	.	-7	.	1.3	-10	.	-4	0
COc1ccc(SC[C@H](CC(C)C)N2CCN(C)CCC2=O)cc1	26	-4	-9	0.3	-9	6	-6	10
O=C(CSc1nnnn1-c1ccccc1)Nc1ccc(Cl)cn1	-3	.	-1	.	.	5	-2	.
CCOC(=O)CSc1nc(NC#N)nc(N(CC)CC)n1	-5	.	-9	.	.	1	-17	.
Cn1c(SCC(=O)N2c3ccccc3CCc3ccccc32)nnc1-c1cc2ccccc2cc1O	.	-2	.	.	-4	.	-6	-1
C=CCn1c(COc2cccc3ccc(C)nc23)nnc1SCC(N)=O	.	-10	-3	.	-9	1	.	2
CCC(C)Sc1nc2c(c(=O)n1C)SC(C)C2 (centres undefined)	3	1	6	-0.3	-10	-2	-4	1
